Source: PubChem
Apoferritin bind: binds horse apoferritin like a general anesthetic. Potency, µM (doses to about 77.5 µM), inactives show at the top dose activity change, negative = displacement, most hits filed as inhibitors. 0.074% of 350,000 active. P02791. apoferritin/1-aminoanthracene competitive binding, fluorescence; also: potency is read from the fitted curve at half-maximal effect; % is scaled to controls: 0 for no effect and ±100 for the full control effect; nearly all actives have a fitted effect of over 20% in size
Target sequence (P02791 2-175 limits assumed): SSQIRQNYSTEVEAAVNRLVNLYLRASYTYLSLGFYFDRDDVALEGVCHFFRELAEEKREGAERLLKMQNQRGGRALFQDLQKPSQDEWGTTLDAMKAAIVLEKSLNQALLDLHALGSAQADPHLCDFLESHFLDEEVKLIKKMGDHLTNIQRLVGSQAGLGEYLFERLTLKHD
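In PBS, apoferritin at 10 uM is loaded with 1-AMA from a 50% saturated solution. After 10 min of compound exposure at ambient temperature, reduced 535 nm fluorescence indicates probe displacement.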
APEX1 inh: inhibitors of human APE1 endonuclease | P27695 | recombinant APE1, TAMRA/BHQ-2 abasic DNA cleavage fluorescence | Potency, µM (series often up to 65.8 µM), for the others: top-dose activity change, negative = inhibition, most hits filed as inhibitors | 0.35% of 350,000 active | AID 2517;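 also: potency is read from the fitted curve at half-maximal effect; plate controls were vehicle for no effect and reference inhibitor for full effect; nearly all actives have a fitted effect of over 55% in size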
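Enzyme (0.75 nM final) and test compound are incubated 15 min at room temperature before adding 50 nM quenched THF abasic-site duplex. Cleavage dequenches TAMRA, followed at 525/598 nm over three reads one minute apart.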
LDHA block: inhibitors of human lactate dehydrogenase A. P00338. activity change, % (values are at about 110 or 230 µM). 0.15% of 480,000 active. purified LDHA, NADH/diaphorase-resazurin fluorescence; hits give low values; in the data active = activity change below about -30%; inconclusive = mostly about -25% to -30%;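 also: plate controls were DMSO wells for no effect and wells without enzyme for full effect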
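LDH5 2 nM; NADH 0.06 mM, pyruvate 0.2 mM; 200 mM Tris pH 7.4, EDTA, Tween-20; 5 min RT. Detection: diaphorase 0.133 mg/mL + resazurin 37 µM, fluorescence ex540/em590 at 0 and 20 min; normalized to enzyme-free and DMSO wells.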
POLH inh: inhibitors of human DNA polymerase eta | Potency, µM (doses to about 114 µM), for inactives: at the top dose activity change, negative = inhibition, most hits filed as inhibitors | recombinant Pol eta, fluorescent DNA replication assay | Q9Y253 | 1.2% of 390,000 active; also: potency is read from the fitted curve at half-maximal effect; % is scaled to controls: 0 for no effect and ±100 for the full control effect
Target sequence (Q9Y253 whole entry, looked up): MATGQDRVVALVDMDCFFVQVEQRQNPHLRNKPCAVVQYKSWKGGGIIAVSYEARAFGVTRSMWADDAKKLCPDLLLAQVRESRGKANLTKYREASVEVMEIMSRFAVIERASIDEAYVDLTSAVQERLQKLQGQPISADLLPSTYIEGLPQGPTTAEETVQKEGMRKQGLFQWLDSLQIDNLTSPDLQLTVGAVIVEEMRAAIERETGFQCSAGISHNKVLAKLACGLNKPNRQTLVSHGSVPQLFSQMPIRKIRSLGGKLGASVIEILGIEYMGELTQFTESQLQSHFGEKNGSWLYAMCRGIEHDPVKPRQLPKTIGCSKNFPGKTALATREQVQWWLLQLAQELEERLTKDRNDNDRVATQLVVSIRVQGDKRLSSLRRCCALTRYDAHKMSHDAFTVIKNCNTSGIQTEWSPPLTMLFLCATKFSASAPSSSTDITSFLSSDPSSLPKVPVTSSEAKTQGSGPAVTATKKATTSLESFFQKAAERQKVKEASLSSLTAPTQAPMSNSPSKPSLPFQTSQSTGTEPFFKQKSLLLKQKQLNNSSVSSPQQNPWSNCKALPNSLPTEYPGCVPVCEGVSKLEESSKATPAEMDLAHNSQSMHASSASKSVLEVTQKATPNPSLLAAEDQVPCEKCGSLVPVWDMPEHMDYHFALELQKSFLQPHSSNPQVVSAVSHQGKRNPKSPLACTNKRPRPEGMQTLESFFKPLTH
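Fluorescent replication assay: 50 nM final substrate added after a 15 min room-temperature compound preincubation with 10 nM enzyme. Signal taken at 0 min and again at 10 min.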
Pol beta inh: DNA polymerase beta (human) inhibition | AID 485314 | Pol beta primer extension/strand displacement, fluorescence kinetic | Potency, µM (titrated, usually from 114 µM), for inactives: top-dose activity change, negative = inhibition, most hits filed as inhibitors | 1.3% of 340,000 active; also: potency is read from the fitted curve at half-maximal effect; % is scaled to controls: 0 for no effect and ±100 for the full control effect
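Curves were derived by four-parameter Hill fits of normalized qHTS data. The kinetic fluorescent primer-extension read was taken at 0 and 10 min after 50 nM substrate, following a 15 min room-temperature preincubation of 10 nM enzyme with compounds.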
12-LOX inh: blocks human arachidonate 12S-lipoxygenase; purified 12hLO, xylenol orange hydroperoxide absorbance; 1.1% of 580,000 active; P18054; Potency, µM (titrated, usually from 108 µM), without a hit: top-dose activity change, negative = inhibition, usual class: inhibitors; also: potency is read from the fitted curve at half-maximal effect; % is scaled to controls: 0 for no effect and ±100 for the full control effect
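Purified human 12hLO (150 nM final) in 25 mM Hepes, 0.01% Triton X-100, pH 7.0 was preincubated 15 min at room temperature with compound. Then 40 uM arachidonic acid was added, 30 min. Hydroperoxide was read by Fe-XO absorbance ratio 573/405 nm.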
ERG-DNA inh: ERG Ets/DNA interaction inhibition. 0.028% of 370,000 active. P11308. Potency, µM (top dose mostly 76.9 µM), without a hit: at the highest dose FP activity, negative = inhibition, actives largely listed as inhibitors. fluorescence polarization, His-ERG Ets domain / labelled DNA; active = well fitted inhibition curve with a large enough effect in the polarisation, with a control signal flat; inconclusive = small, poorly fitted or top-dose-only effect, or effect the other way, or a change in a side signal; inactive = no such curve, though single readings can be large or run the other way; the % refers to the polarisation;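 also: polarization taken with two DNA probes labelled with fluorescein and Texas red; potency is read from the fitted curve at half-maximal effect; % of control where 0% means no effect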
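His-tagged ERG Ets domain (1 uM in the protein solution; 300mM KCl, 50mM Tris-HCl, 1mM EDTA, 1mM DTT, pH 7.5) received compound, then a probe mix of 5 nM fluorescein-DNA and 100nM Texas-615-DNA. Fluorescence polarization was read for both dyes.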
RGS4 inh: inhibitors of human regulator of G protein signaling 4; P49798; 0.039% of 390,000 active; Transcreener GDP fluorescence polarization, RGS4-accelerated GTP hydrolysis; Potency, µM (doses to about 114 µM), for inactives: at the highest dose activity change, negative = inhibition, actives largely listed as inhibitors; also: potency is read from the fitted curve at half-maximal effect; % is scaled to controls: 0 for no effect and ±100 for the full control effect; nearly all actives have a fitted effect of over 75% in size; some results filed as inactive show a strong effect at the top dose
Target sequence (P49798 whole entry, looked up): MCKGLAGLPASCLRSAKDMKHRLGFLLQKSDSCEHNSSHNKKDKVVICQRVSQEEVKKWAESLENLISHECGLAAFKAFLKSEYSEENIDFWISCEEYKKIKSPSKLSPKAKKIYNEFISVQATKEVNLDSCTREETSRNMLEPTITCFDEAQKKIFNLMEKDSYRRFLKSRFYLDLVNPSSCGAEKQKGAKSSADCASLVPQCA
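MLSMR compounds (23 nl, pin-transferred) preincubated 10 min at room temperature with a 500nM (2x) first reagent, then RGS4 at 900nM (2x) plus Transcreener GDP mix added; fluorescence polarization (620/688 nm) read before and after 90 min at 30 °C.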
POLK inh: inhibitors of human DNA polymerase kappa; Q9UBT6; purified Pol kappa, fluorescent DNA synthesis assay, 10 min; Potency, µM (doses to about 107 µM), inactives show at the top dose activity, negative = inhibition, most hits filed as inhibitors; 0.53% of 400,000 active; AID 588579; also: potency is read from the fitted curve at half-maximal effect; % is scaled to controls: 0 for no effect and ±100 for the full control effect
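50 nM final substrate added after 15 min RT preincubation of 10 nM Pol kappa with compound; fluorescence read at 0 and 10 min.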
* marks the source's active call; other numbers are inactive results; ? = inconclusive; nt = no result given; & = joins results of further samples; [ ] = remark or other dose. Unless noted, calls follow the shape of the dose curve; as a rule, active = well fitted curve in the direction sought with a large enough effect; inconclusive = small, poorly fitted or top-dose-only effect, or another doubt; inactive = no such curve, though single readings can be large; an effect the other way counts as inactive or inconclusive. A portion of the library; rates above refer to the full screens.

No.	Compound	Apoferritin bind	APEX1 inh	LDHA block	POLH inh	Pol beta inh
1	CCn1ccnc1CNC(=O)CC1C(=O)NCCN1Cc1ccccc1F (centres undefined)	-5%	-2%	2	3%	33%
2	CCN(CC(=O)NCc1cccs1)C(=O)c1cccc(S(=O)(=O)NC)c1	nt	1%	-10	-17%	nt
3	COC(=O)c1sc(N)c(C(=O)OC)c1COC(=O)CNS(=O)(=O)c1ccc(C)c(C)c1	-12%	9%	-4	-9%	?
4	O=C(CC(=O)c1ccccc1)Nc1cccnc1	5%	10%	-1	-13%	-22%
5	Cc1ccccc1Nc1sc(C(=O)c2ccc3c(c2)OCO3)c(N)c1S(=O)(=O)c1ccccc1	196%[activator]	nt	-4	4%	2%
6	COc1ccc(-c2nc(-c3ccncc3)no2)c(OC)c1	-1%	-19%	-8	-7%	1%
7	COc1cccc(NC(=O)C2CCC(CNS(=O)(=O)c3csc(C(N)=O)c3)CC2)c1 (centres undefined)	-5%	nt	-1	-17%	-1%
8	O=C(OCc1nc2ccc(Cl)cc2n1CCO)c1ccccc1	-14%	-1%	3	-10%	-24%

No.	12-LOX inh	ERG-DNA inh	RGS4 inh	POLK inh
1	5%	-9%	30%	-3%
2	-3%	nt	-5%	-11%
3	-1%	3%	-17%	-7%
4	-20%	-17%	-2%	-1%
5	?	-7%	-4%	-7%[60.1 µM]
6	10%	-5%	0%	-6%
7	-4%	-3%	-25%	-3%
8	-25%	-2%	3%	-12%

(more compounds)
No.	Compound	Apoferritin bind	APEX1 inh	LDHA block	POLH inh	Pol beta inh
9	Cc1cccc(OCCN2C(=O)c3ccccc3C2=O)c1	?	3%	0	-18%	24%
10	NC(=O)c1ccc(NC(=S)NCc2ccco2)cc1	-2%	1%	-5	-7%	0%
11	CC1=NN(c2ccc(Cl)c(C(=O)O)c2)C(=O)C1	4%	?	1	22µM*	?
12	COc1cccc(S(=O)(=O)NCc2ccc(C(=O)N3CCN(c4ccccc4OC)CC3)cc2)c1	1%	15%	nt	nt	2%
13	CN1C(=O)CC(n2c(CO)nc3ccccc32)C1=O (centres undefined)	6%	6%	-4	9%	6%
14	CCC(=O)N1c2ccc(S(=O)(=O)CCC(=O)NCCC3=CCCCC3)cc2CC1C (centres undefined)	-16%	1%	-5	0%	28%
15	CCn1cc(CNC(=O)/C=C/c2ccc([N+](=O)[O-])cc2)c(C)n1	-16%	6%	-3	5%	-1%
16	Cc1cc(=O)c2cc(C(=O)Nc3ccccc3C)ccc2[nH]1	?	nt	-5	-12%	-2%

No.	12-LOX inh	ERG-DNA inh	RGS4 inh	POLK inh
9	-1%	6%	-17%	10%
10	-7%	-2%	-2%	-5%
11	-28%	13%	?	-42%
12	0%	nt	nt	nt
13	0%	3%	1%	-19%
14	-1%	-4%	3%	-3%
15	11%	9%	12%	-3%
16	-3%	5%	-18%	-1%

Additional results:
No.	Compound	Apoferritin bind	APEX1 inh	LDHA block	POLH inh	Pol beta inh
17	CC(=O)c1ccc(N2CCN(C(=O)c3ccc(Cl)c(S(=O)(=O)NC4CC4)c3)CC2)c(F)c1	nt	53%[activator]	-2	-19%	nt
18	COc1ccccc1/C=C/C(=O)Nc1nc(N)n(-c2ccccc2)n1	-13%	1%	1	1%	21%
19	CC(=O)NNS(=O)(=O)c1scc(S(=O)(=O)c2ccc(Cl)cc2)c1C	-9%	8%	-4	-5%	2%
20	c1cncc(-c2nnc3n2N=C(c2cccs2)CS3)c1	-9%	-3%	-12	2%	5%
21	CCCNC(=O)c1onc(CSc2ccc(F)cc2)c1C(=O)NCCOC	nt	5%	-4	-14%	nt
22	S=C(NCC1CCCO1)Nc1cc(Cl)c(Cl)cc1Cl (centres undefined)	?	1%	-3	-7%	23%
23	CCN1/C(=C2\C(=O)N(C)C(=S)N2C)C=Cc2ccccc21	-4%	1%	4	-10%	9%
24	NC(=S)NC1CC2CC1C1C=CCC21 (centres undefined)	?	0%	-6	-19%	?

No.	12-LOX inh	ERG-DNA inh	RGS4 inh	POLK inh
17	-18%	1%	-1%	-1%
18	407%[activator]	-6%	31%	-16%
19	-7%	17%	8%	-5%
20	51%[activator]	10%	3%	-2%
21	16%	3%	-13%	-14%
22	?	5%	?	9%
23	-25%	-5%	-37%	1%
24	230%[activator]	-4%	-24%	7%

(more compounds)
No.	Compound	Apoferritin bind	APEX1 inh	LDHA block	POLH inh	Pol beta inh
25	O=C(COc1ccccc1)NCc1nnc(SCC(=O)Nc2nccs2)n1-c1ccccc1	-4%	-3%	2	-1%	-11%
26	O=C(Cn1cnc2ccccc2c1=O)Nc1ccc(S(=O)(=O)N2CCOCC2)cc1	?	2%	0	-12%	39%
27	CCOC(=O)C1CCN(c2c(Nc3ccc(C)c(C)c3)c(=O)c2=O)CC1	-13%	14%	0	-9%	17%
28	COc1ccccc1CNC(=S)NCCc1ccccc1	6%	-2%	-6	?	11%
29	CC(=O)Oc1ccccc1-n1c(C)nc(=O)c(-c2ccccc2)c1C	4%	22%	-7	-15%	37%
30	NC(=O)CSc1nc2ccccc2n1-c1ccccc1	2%	4%	1	2%	-2%
31	Clc1ccc(C(c2ccccc2Cl)C(Cl)Cl)cc1 (centres undefined)	nt	-19%&-3%&-1%&0%	-12	-7%	-3%[57.1 µM]
32	COc1ccccc1CNC(=O)Cc1c[nH]c2ccccc12	-1%	44%[activator]	-2&3	3%	17%

No.	12-LOX inh	ERG-DNA inh	RGS4 inh	POLK inh
25	19%	-4%	-14%	4%
26	2%	-3%	-12%	12%
27	-11%	-2%	-9%	4%
28	?	-1%	-5%	-8%
29	75%[activator]	-8%	-14%	-8%
30	9%	nt	-24%	2%
31	?	-8%	20%[56.9 µM]	-1%[60.1 µM]
32	-6%&-4%	1%	5%	-15%

Continued.
No.	Compound	Apoferritin bind	APEX1 inh	LDHA block	POLH inh	Pol beta inh
33	CC(=O)Oc1ccc(C(=O)Nc2cc(C)on2)cc1	-4%	10%	-3	-7%	14%
34	Cc1cccc(C2c3[nH]c4ccccc4c3CCN2Cc2cnn(-c3ccc(F)cc3)c2)n1 (centres undefined)	?	-3%	-4	-18%	-26%
35	N#C/C(=C1/C(=O)Nc2ccc(Br)cc21)c1ccccn1	-23%	1%	-9	-1%	-12%
36	COc1ccc(/C=C/C(=O)c2ccccc2)cc1COc1ccc(F)cc1	-18%	0%	1	-23%	7%
37	Cc1oc(-c2cccc(Cl)c2)nc1CSc1nc2ncccc2[nH]1	-6%	nt	8&-13	-13%	16%
38	CCOC(=O)C1C(=O)C=C(c2ccc(Br)cc2)CC1c1ccco1 (centres undefined)	?	3%	-5	3%	30%
39	COc1ccc(Cl)cc1NC(=O)NC(C)C(C)(C)C (centres undefined)	-21%	-5%	0	-12%	9%
40	N/C(=N\OC(=O)c1cccc(Cl)c1)c1ccncc1	-7%	2%	-1	-16%	19%

No.	12-LOX inh	ERG-DNA inh	RGS4 inh	POLK inh
33	8%	-2%	-5%	10%
34	-9%	-6%	-25%	3%
35	-24%	1%	9%[11.4 µM]	-6%[60.1 µM]
36	19%	-1%	-26%	-10%
37	0%&6%	-14%	-8%	-7%
38	1%	6%	9%	-8%
39	-3%	16%	-2%	4%
40	-6%	-5%	-6%	-2%

Whole records from above:
Record of `COc1ccc(/C=C/C(=O)c2ccccc2)cc1COc1ccc(F)cc1` : Apoferritin bind = -18%; APEX1 inh = 0%; LDHA block = 1; POLH inh = -23%; Pol beta inh = 7%; 12-LOX inh = 19%; ERG-DNA inh = -1%; RGS4 inh = -26%; POLK inh = -10%
Record of `N/C(=N\OC(=O)c1cccc(Cl)c1)c1ccncc1` : Apoferritin bind = -7%; APEX1 inh = 2%; LDHA block = -1; POLH inh = -16%; Pol beta inh = 19%; 12-LOX inh = -6%; ERG-DNA inh = -5%; RGS4 inh = -6%; POLK inh = -2%

Next structures:
No.	Compound	Apoferritin bind	APEX1 inh	LDHA block	POLH inh	Pol beta inh
41	Cc1ccc(C(=O)N2CCN(c3ccc(NC(=O)c4ccc(Br)o4)cc3)CC2)cc1	-8%	6%	-1	-17%	3%
42	CCOc1ccc(CCNC(=O)c2ccc(CSCc3ccccc3C)o2)cc1OCC	-6%	nt	-4	-16%	-29%
43	COc1ccc(NC(=O)COc2ccccc2)c(OC)c1	-5%	1%	-3	-16%	4%
44	O=C(COC(=O)CC1CC2CCC1C2)Nc1cc([N+](=O)[O-])ccc1F (centres undefined)	?	4%	0	-11%	-4%
45	COc1ccc(OC(C)C(=O)NCc2cccnc2)cc1 (centres undefined)	-3%	-2%	-14	-5%	1%
46	COc1ccc(S(=O)(=O)/C(C#N)=C/Nc2cccc(F)c2)cc1	-11%	14%	-1	-20%	18%
47	Cc1ccc(S(=O)(=O)Nc2ccc(S(=O)(=O)Nc3cc(C)nc(C)n3)cc2)cc1	0%	-5%	3	-19%	35%

No.	12-LOX inh	ERG-DNA inh	RGS4 inh	POLK inh
41	0%	4%	22%	-15%
42	-26%	-7%	5%	-6%[60.1 µM]
43	0%	-12%	-43%	0%
44	-7%	12%	17%	-12%
45	33%[activator]	-6%	-21%	5%
46	15%	4%	-6%	7%
47	-22%	13%	17%	7%
